ANO1 activ – mouse TMEM16A channel activation, primary screen. Q8BHY3. HEK293 TMEM16A/YFP-H148Q/I152L, iodide quench fluorescence; active compounds read low. B-score at 10 µM. hit rate 0.3% among 340,000. AID 623877;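 active = fluorescence-ratio B-score plate-corrected deviation score at least 3 library SD below zero, with starting fluorescence score within 5 deviations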;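 note: channel opened by trigger with iodide after compound preincubation; score built on the fluorescence ratio of max minus min over baseline; more negative score means more quench and so TMEM16A activation or potentiation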
MrgX1 antagonist – blocks BAM8-22 activation of human MrgX1 receptor; hit rate 1.3% among 310,000; AID 588676; Q96LB2; MRGX1-HEK293 calcium flux, Fluo-4, BAM8-22 antagonism; active compounds read low; B-score at 10 µM;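 active = calcium-response B-score plate-corrected more than 3 library SD below zero, starting fluorescence within 5 deviations, no agonist response on first addition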;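 note: peak minus trough fluorescence over baseline after final BAM8-22 challenge near maximal dose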
TRPC4 block – TRPC4 (mouse) channel inhibition. Q9QUQ5. HEK293 TRPC4beta/mu-opioid, DAMGO-evoked Fluo4 calcium flux; active compounds read low. B-score at 10 µM. hit rate 0.39% among 300,000;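 active = B-score over 3 SD under the library average, no early fluorescence shift, positive overall ratio signal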
Target sequence (Q9QUQ5 whole entry, looked up): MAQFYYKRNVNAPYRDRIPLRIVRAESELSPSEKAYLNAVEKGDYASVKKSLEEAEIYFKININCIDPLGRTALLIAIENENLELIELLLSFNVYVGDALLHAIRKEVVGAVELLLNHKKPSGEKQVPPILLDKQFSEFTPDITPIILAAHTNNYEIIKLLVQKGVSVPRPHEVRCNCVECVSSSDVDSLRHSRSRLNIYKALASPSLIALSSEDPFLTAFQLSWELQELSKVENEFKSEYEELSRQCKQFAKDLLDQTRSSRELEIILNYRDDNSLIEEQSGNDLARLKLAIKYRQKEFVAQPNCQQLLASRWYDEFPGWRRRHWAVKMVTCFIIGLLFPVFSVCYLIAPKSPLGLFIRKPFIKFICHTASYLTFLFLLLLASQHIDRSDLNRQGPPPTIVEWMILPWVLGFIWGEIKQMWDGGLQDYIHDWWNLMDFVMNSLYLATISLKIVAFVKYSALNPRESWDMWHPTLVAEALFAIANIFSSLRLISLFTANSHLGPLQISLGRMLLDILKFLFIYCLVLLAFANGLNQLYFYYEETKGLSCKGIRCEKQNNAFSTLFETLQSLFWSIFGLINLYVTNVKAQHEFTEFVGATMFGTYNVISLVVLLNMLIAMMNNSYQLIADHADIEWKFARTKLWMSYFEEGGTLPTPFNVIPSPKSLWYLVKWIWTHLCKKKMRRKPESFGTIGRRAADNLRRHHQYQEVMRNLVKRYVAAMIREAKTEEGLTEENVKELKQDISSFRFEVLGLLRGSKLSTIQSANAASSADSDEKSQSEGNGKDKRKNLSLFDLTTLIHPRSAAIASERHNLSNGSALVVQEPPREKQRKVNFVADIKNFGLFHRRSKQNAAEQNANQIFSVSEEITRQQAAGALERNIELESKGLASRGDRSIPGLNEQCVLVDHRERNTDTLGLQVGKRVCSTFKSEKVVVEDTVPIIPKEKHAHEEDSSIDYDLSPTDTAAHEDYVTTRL
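Assay system: HEK293 cells with stable TRPC4beta plus mu-opioid receptor expression; Probe or stimulus: DAMGO in two steps, submaximal then maximal; Dosing: single-point compound dosing; Measured by: Fluo4 calcium-dye fluorescence, kinetic read; Read-out basis: B score from integrated Fluo4 fluorescence ratio.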
TRPC4 PAM – allosterically enhances the mouse TRPC4 cation channel; B-score at 10 µM; HEK293 TRPC4beta/mu-opioid, DAMGO EC20, Fluo-4 Ca2+ flux; active compounds read high; hit rate 0.42% among 310,000; AID 2227;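 active = B-score of calcium response area above 5 SD of library B-scores, with initial fluorescence ratio within 5 SD of library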;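 note: B-score of integrated fluorescence ratio over time as area under calcium response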
RGS4 inh – inhibitors of human RGS4; P49798; B-score at 10 µM; HEK293 M3R/RGS4 inducible, Fluo-4 calcium flux; active compounds read high; triggered by carbachol at its EC20; hit rate 0.45% among 310,000;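 active = B-score, a plate-corrected calcium signal, over three deviations above library mean, with baseline fluorescence within five deviations of library mean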;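 note: RGS4 expression induced by doxycycline in cells with stable M3 receptor; B-score is computed from the integrated fluorescence ratio over baseline after carbachol; higher B-score means a larger calcium signal and so more RGS4 inhibition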
TRPC6 activator – mouse TRPC6 channel activation; HEK293-TRPC6 membrane potential dye fluorescence; active compounds read high; Q61143; B-score at 10 µM; hit rate 0.13% among 310,000;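 active = B-score of the integrated fluorescence ratio above library mean plus 3 SD, and starting fluorescence ratio within library mean plus 5 SD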;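 note: higher score means more depolarization so channel activation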
MrgX1 agonist – human MrgX1 receptor agonism, primary screen; Q96LB2; MrgX1-HEK293 cells, Fluo-4 calcium fluorescence, agonist mode; active compounds read high; B-score at 10 µM; hit rate 0.44% among 310,000;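 active = calcium response B-score plate-corrected fluorescence ratio at least 3 library SD, with starting fluorescence B-score inside 5 SD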
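Material – MrgX1-expressing HEK293 cells · Input – 15,000 cells seeded per well · Dosing – compound as first of three additions · Times – overnight seeding, then 1 h dark dye loading · Measured by – kinetic Fluo-4 NW fluorescence of intracellular calcium · Read-out – B-scored fluorescence response ratio · Benchmarks – positive and negative control wells on each plate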
TRPC4 act – activators of mouse TRPC4 channel. Q9QUQ5. B-score at 10 µM. HEK293 TRPC4beta/mu-opioid, Fluo4 calcium fluorescence; active compounds read high. AID 2237. hit rate 0.49% among 310,000;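 active = B-score above 5 SD of library B-scores, and initial fluorescence ratio not above library mean plus 5 SD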;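 note: positive B-score marks a calcium rise read as TRPC4 activation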
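Assay system: HEK293 stable line with TRPC4beta plus mu-opioid receptor. Times: dye 45 min RT, read 110 s. Measured by: kinetic Fluo4 calcium fluorescence. Measure: B score of integrated ratio. Controls: assay buffer as low control, maximal DAMGO as high control.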
MrgX1 PAM – allosterically activates human MrgX1 receptor signaling | Q96LB2 | MrgX1-HEK293, Fluo-4 calcium flux, FDSS; active compounds read high | B-score at 10 µM | hit rate 0.63% among 310,000;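 active = plate-corrected calcium response at least 3 library SD above typical, normal starting fluorescence, not activating the receptor alone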;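 note: compound read alongside a low EC10 to EC30 dose of BAM8-22 agonist; peak minus trough fluorescence over baseline measured at the second addition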
TRPC6 inh – mouse TRPC6 channel inhibition. Q61143. HEK293-TRPC6, membrane potential dye, ACh-evoked depolarization; active compounds read low. B-score at 10 µM. hit rate 1.1% among 310,000. AID 2553;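 active = B-score under library mean minus 3 SD, initial fluorescence not abnormally high, positive integrated signal ratio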;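 note: B-score derived from integrated fluorescence ratio over the kinetic read; more negative B-score means stronger inhibition of depolarization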
TMEM16A inh – inhibitors of mouse TMEM16A calcium-activated chloride channel. Q8BHY3. HEK293 TMEM16A/YFP iodide influx fluorescence, ionomycin. normalized B-score (activity score, 25-100; higher = stronger inhibition) at 10 µM. hit rate 1.2% among 310,000. AID 588511;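 active = ratio plate-corrected score three or more library SD toward inhibition, starting fluorescence score within five deviations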;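 note: score derived from kinetic fluorescence span divided by baseline fluorescence per well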
An asterisk follows results filed as active; i = inactive; . = no result given.

SMILES	ANO1 activ	MrgX1 antagonist	TRPC4 block	TRPC4 PAM	RGS4 inh	TRPC6 activator	MrgX1 agonist	TRPC4 act	MrgX1 PAM	TRPC6 inh	TMEM16A inh
Cc1nc2c3ccccc3nc(NNC(=O)CCC(=O)NC3CCCC3)n2n1	i	i	i	i	i	i	i	i	i	i	i
Cc1cc(C)cc(N(C(=O)c2sc(C)nc2C)C(C(=O)NC(C)(C)C)c2ccncc2)c1 (stereo not given)	i	i	i	i	i	i	i	i	i	i	i
O=C(NCc1ccco1)c1cc2cc(Br)ccc2o1	i	i	i	i	i	i	i	i	i	i	i
CC(C)CNS(=O)(=O)c1ccc(OCC(=O)Nc2ccc(F)cc2F)cc1	i	i	i	i	i	i	i	i	i	i	i
O=C(CSc1ccc(Cl)cc1)N1CCN(c2ccc([N+](=O)[O-])cc2Cl)CC1	i	i	i	i	i	i	i	i	i	i	i
COC(=O)C1=C(C(=O)OC)[C@@H]2N(C)c3ccc(OC)cc3[C@@]23C[C@@H](C(=O)OC)N(C(=O)c2ccc(Br)cc2)C3=N1	i	i	i	i	i	i	i	i	i	i	i
Cc1cc(CNC(=O)c2cc(COc3c(F)cccc3F)on2)nn1C	i	i	i	i	i	i	i	i	i	i	i
CC(=O)NC1(c2cccc(F)c2)CCN(CC(=O)NC(C)C)CC1	i	i	i	i	i	i	i	i	i	i	i
O=C1c2ccccc2C2(c3ccccc3)NCCCN12 (stereo not given)	i	i	i	i	i	i	i	i	i	i	i
CCOC(=O)C1Nc2ccc(Br)cc2C2C=CCC12 (stereo not given)	i	i	i	i	i	i	i	i	i	i	i
O=C(NCCCN1CCOCC1)c1sc2cc(Cl)ccc2c1Cl	i	i	i	i	i	i	i	i	i	i	i
COC(=O)C(Nc1ccccc1Cl)(c1cc(C)c(O)c(C)c1)C(F)(F)F (stereo not given)	i	i	i	i	i	i	i	i	i	i	100*
COc1ccc(C2=NOC(C3(S(=O)(=O)c4ccccc4)CC(O)C3)C2)cc1 (stereo not given)	i	i	i	i	i	i	i	i	i	i	i
CC(C)c1nnc(NC(=O)CCC(=O)Nc2ccccc2)s1	i	i	i	i	i	i	i	i	i	i	i
CCOc1ccccc1NC(=O)c1ccccc1-c1ccccc1	i	i	i	i	i	i	i	i	i	i	i
CCOC(=O)c1ccc(NC(=O)CCS(=O)(=O)c2ccc(Br)s2)cc1	i	i	i	i	i	i	i	i	i	i	i
C/C(=N\NC(=O)c1ccncc1)c1ccc(N(C)C)cc1	i	i	i	i	i	i	i	i	i	i	i
Cc1cc(C(=O)NCCc2ccccc2)ccc1[N+](=O)[O-]	i	i	i	i	i	i	i	i	i	i	i
C=CCNC(=O)COC(=O)c1cc(S(=O)(=O)N2CCCCC2)ccc1Cl	i	i	i	i	i	i	i	i	i	i	i
Cc1ccc(C(=O)Nn2c(C)nc3ccccc3c2=O)cc1C	.	i	i	i	i	i	i	i	i	i	i
COCCn1c(SCC(=O)Nc2ccc3c(c2)OCCO3)nnc1C(C)C	i	i	i	i	i	i	i	i	i	i	i
O=C(CCNS(=O)(=O)c1c(Cl)cccc1Cl)OCC(=O)c1ccccc1	i	i	i	i	i	i	i	i	i	i	i
CCCC(=O)OC1CC(C)N(C(=O)c2ccccc2)c2ccc(C)cc21 (stereo not given)	i	i	i	i	i	i	i	i	i	i	i
CC1(C)N=C(/C=N/O)C=[N+]1[O-]	i	i	i	i	i	i	i	i	i	i	i
Cn1nccc1C(=O)N1CCN(c2ccccc2Cl)CC1	i	i	i	i	i	i	i	i	i	i	i
CCOC(=O)c1ccc(NS(=O)(=O)N2CCCCCC2)cc1	i	i	i	i	i	i	i	i	i	i	i
O=C(CSc1ncccn1)Nc1ccc2[nH]c(=O)[nH]c2c1	i	i	i	i	i	i	i	i	i	i	i
Cc1ccc(C(=O)COC(=O)C(C)N2C(=O)C3C4C=CC(C4)C3C2=O)cc1C (stereo not given)	i	i	i	i	i	i	i	i	i	i	i
Cc1nc2cc(NC(=O)NC(C)(C)C)ccc2n1C	i	i	i	i	i	i	i	i	i	i	i
CCC(C)Nc1cc(C)nc2ncnn12 (stereo not given)	i	i	i	i	i	i	i	i	i	i	i
Cc1cccc2sc(NC(=O)CSCc3ccccc3)nc12	i	i	i	i	i	i	i	i	i	i	i
O=C(OCCN1CCOCC1)C1(c2ccccc2)CCCCC1	.	i	i	i	i	i	i	i	i	i	i
COc1ccc(S(=O)(=O)NCc2ccccn2)cc1	i	i	i	i	i	i	i	i	i	i	i
CN1CC2(C)OC(=O)C(Cl)=C2CC1c1ccccc1 (stereo not given)	i	i	i	i	i	i	i	i	i	i	i
COc1ccc(-n2nc(C(=O)NCC(=O)NCc3ccco3)c3ccccc3c2=O)cc1	i	i	i	i	i	i	i	i	i	i	i
COC(=O)c1ccc(Oc2c(Cl)cccc2[N+](=O)[O-])cc1	i	i	i	i	i	i	i	i	8.6*	i	i
O=C(CSCc1ccc(Cl)cc1)N/N=C/c1ccc(Cl)cc1Cl	i	i	i	i	i	i	i	i	i	i	i
C=CCN1C(=O)C(O)(CC(=O)c2ccc(N)cc2)c2ccccc21 (stereo not given)	i	i	i	i	i	i	i	i	i	i	i
CN(CCc1ccccn1)C(=O)CCC1CCCN(C(=O)NC2CCCCC2)C1 (stereo not given)	i	i	i	i	i	i	i	i	i	i	i
Cc1cc(N2CCCC2=O)cc(C)c1S(=O)(=O)NCCOc1ccccc1	i	i	i	i	i	i	i	i	i	i	i
Cc1ccc(NC(=S)NC(=O)c2c(-c3ccccc3Cl)noc2C)cc1	i	i	i	i	i	i	i	i	i	i	i
CNC(=O)COC(=O)CCC(=O)c1cccs1	i	i	.	i	i	i	i	i	i	i	i
CSCCc1nc(SCC(=O)Nc2nnc(C)s2)[nH]c1C	i	i	i	i	i	i	i	i	i	i	i
Cc1ccc(C2c3c(oc4ccccc4c3=O)C(=O)N2c2nnc(C(C)C)s2)o1 (stereo not given)	i	i	i	i	i	i	i	i	i	i	i
COCCOC(=O)c1c(C)n(C)c2ccc(OC(=O)c3ccco3)cc12	i	i	i	i	i	i	i	i	i	i	i
COc1ccc(CCNC(=O)c2cccc(NC3=NC4CS(=O)(=O)CC4S3)c2)c(OC)c1 (stereo not given)	i	i	i	i	i	i	i	i	i	i	i
CCCN(CCC)C(=O)c1c(C)[nH]c(C(=O)OCC)c1C	.	i	i	i	i	i	i	i	i	i	i
CC1=CC2=NC(=O)/C(=C/c3cccs3)C(=N)N2O1	i	i	i	i	i	i	i	i	i	i	i
O=C(c1ccc(Br)o1)N1CCN=C1SCc1cccnc1	i	i	i	i	i	i	i	i	i	i	i
NS(=O)(=O)c1ccc(-n2nc(C(=O)O)cc2-c2ccc(Cl)cc2)cc1	i	i	i	i	i	i	i	i	i	i	i
O=C(Cc1ccc(-n2c(=O)[nH]c3ccccc3c2=O)cc1)N1CCN(c2cccc(Cl)c2)CC1	i	i	i	i	i	i	i	i	i	i	i
CC1CCC2(CC1)SCC(=O)N2c1ccccc1 (stereo not given)	i	i	i	i	i	i	i	i	i	i	i
COc1ccccc1N1CCN(C(=O)c2cc(C)oc2C)CC1	i	i	i	i	i	i	i	i	i	i	i
CCn1cc(C(=O)N[C@@H](CCSC)C(=O)NCCCOC)c(=O)c2cc3c(cc21)OCO3	i	i	i	i	i	i	i	i	i	i	i
O=C(C[n+]1ccccc1)Nc1ccccc1C(=O)O	i	i	i	i	i	i	i	i	i	i	i
O=C(CNC(=O)c1ccc(Br)o1)NCc1ccc(Cl)cc1	i	i	i	i	i	i	i	i	i	i	i
CCCCCNC(=O)c1ccc(NS(=O)(=O)c2ccc3[nH]c(=O)[nH]c3c2)cc1	i	i	i	i	i	i	i	i	i	i	i
COc1ccc(NC(=O)[C@@H]2CCCN2C(=O)[C@@H]2Cc3ccccc3CN2C(=O)OC(C)(C)C)cc1	i	i	i	i	i	i	i	i	i	i	i
C/C(=N/Nc1ccccc1C(=O)O)c1cccs1	i	i	i	i	i	i	i	i	i	i	i
COCCN1C(=O)Cc2c1nc(N)c1c(N)nc(N3CCN(c4ccc(F)cc4)CC3)c(C#N)c21	i	i	i	i	i	i	i	i	i	i	i

Single records, as listed above. Values in the order: ANO1 activ	MrgX1 antagonist	TRPC4 block	TRPC4 PAM	RGS4 inh	TRPC6 activator	MrgX1 agonist	TRPC4 act	MrgX1 PAM	TRPC6 inh	TMEM16A inh
Record of `O=C(c1ccc(Br)o1)N1CCN=C1SCc1cccnc1` → i	i	i	i	i	i	i	i	i	i	i
Record of `Cc1cc(C(=O)NCCc2ccccc2)ccc1[N+](=O)[O-]` → i	i	i	i	i	i	i	i	i	i	i

(more compounds)
SMILES	ANO1 activ	MrgX1 antagonist	TRPC4 block	TRPC4 PAM	RGS4 inh	TRPC6 activator	MrgX1 agonist	TRPC4 act	MrgX1 PAM	TRPC6 inh	TMEM16A inh
CCC(C)(C)n1nnnc1C(c1cc2ccc(C)cc2[nH]c1=O)N(Cc1cccnc1)Cc1ccco1 (stereo not given)	i	i	i	i	i	i	i	i	i	i	i
C/C(=N\NC(=O)c1cc(-c2cccnc2)nc2ccccc12)c1ccc(O)cc1O	i	i	i	i	i	i	i	i	i	i	i
O=Cc1[nH]c2ccccc2c1N(C(=O)CCl)c1ccccc1	i	.	i	i	i	i	.	i	.	i	.
COc1cccc(/C=C/C(=O)N2CCN(c3n[nH]c(=O)[nH]c3=O)CC2)c1OC	i	i	i	i	i	i	i	i	i	i	i
CC1(C)CC(=O)C(C(c2cccc([N+](=O)[O-])c2)C2C(=O)CC(C)(C)CC2=O)C(=O)C1	i	i	i	i	i	i	i	i	i	i	i
CN(C)c1oc(-c2ccc(OCc3ccccc3)cc2)nc1C#N	i	i	i	i	i	i	i	i	i	i	i
Cn1c(=O)cc(SCC(=O)N2CCN(C(=O)c3ccco3)CC2)c2ccccc21	i	i	i	i	i	i	i	i	i	i	i
CC1CCCCC1NC(=O)CSc1nnc(CNC(=O)c2ccccc2)n1C (stereo not given)	i	i	i	i	i	i	i	i	i	i	i
CC(=O)Nc1ccc(S(=O)(=O)Nc2nc3ccccc3nc2Nc2ccc(N)cc2)cc1	i	-6.2*	i	i	i	i	i	i	i	i	i
